OXTR potentiate: human OXTR potentiators, primary screen, fluorescence, CHO-OTR cells, Fluo-8 calcium; Fluo-8 calcium fluorescence, potentiator mode; 0% = oxytocin EC15, 100% = EC100; Oxytocin receptor (Homo sapiens), P30559; AID 2445, 2010; 0.061% of 320,000 active; activation, % at 3 µM;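 active means activation above that plate's cutoff, the mean activation of tested compounds plus 3 SD, cut at about 6.6% in these data, passing the limit was not always enough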;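 further: 100% uses oxytocin at 75 nM as the full agonist control; some results filed as inactive read as strong as hits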
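Material: human OTR in CHO cells. Compound: 3.0 µM, one dose. Timing: compound 6 min at room temperature before oxytocin, 100 s read. Evaluation: % activation of max/min ratio relative to oxytocin controls. Replication: single well per compound, singlicate. Signal: Fluo-8 calcium dye fluorescence.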
MEKK2wt PB1 HTS: modulators of MEK5 binding to wildtype MEKK2, primary screen, biochemical, multiplex bead flow cytometry, Alexa488-MEK5 | Mitogen-activated protein kinase kinase kinase 2 (Homo sapiens), Q9Y2U5 | Alexa488-MEK5 binding to MEKK2 WT; actives lie on both sides | binding response (% of control), % at 10 µM | 1.1% of 290,000 active | AID 1531, 2009; in the data active means binding response below about 67% or above about 130%
GPR7 antag: GPR7 receptor antagonists, primary screen, cell-based, fluorescence, single concentration; 1.1% of 290,000 active; Neuropeptides B/W receptor type 1 (Homo sapiens), P48145; GPR7-expressing cells, fluorescence antagonist assay; inhibition, % at 4.4 µM; AID 1861, 2009; in the data active means inhibition above about 16%, passing the limit was not always enough;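 further: cells stimulated with the agonist NPW; 0% = agonist with vehicle and 100% = vehicle without agonist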
Target sequence (P48145 whole entry, looked up): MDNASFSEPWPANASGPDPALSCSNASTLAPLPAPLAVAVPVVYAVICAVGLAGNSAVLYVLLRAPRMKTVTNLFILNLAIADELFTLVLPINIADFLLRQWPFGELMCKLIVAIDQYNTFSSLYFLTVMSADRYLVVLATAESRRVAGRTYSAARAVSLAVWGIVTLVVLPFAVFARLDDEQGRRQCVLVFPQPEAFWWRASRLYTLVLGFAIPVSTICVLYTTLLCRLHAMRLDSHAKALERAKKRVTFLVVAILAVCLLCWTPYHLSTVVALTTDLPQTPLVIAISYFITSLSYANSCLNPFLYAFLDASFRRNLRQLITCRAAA
NALP1 inh: NALP1 inflammasome inhibitors in reconstituted yeast, colorimetric, S. cerevisiae, triplicate retest; S. cerevisiae NALP1/ASC/caspase-1 growth, X-gal OD620, 72 h; inhibition, % at 10 µM; 0.61% of 280,000 active; AID 2071, 2009; in the data active means inhibition mostly above about 24%, no sharp cut-off; inactive means mostly below about 32%; further: some compounds called inactive have numbers as strong as hits
MEKK2mut PB1 HTS: MEK5 binding signal on mutant MEKK2 PB1, primary screen, biochemical, multiplex bead flow cytometry, Alexa488-MEK5 | 0.35% of 290,000 active | Alexa488-MEK5 binding to MEKK2 mutant | AID 1530, 2009 | percent response, % at 10 µM; in the data active means percent response above about 24%, passing the limit was not always enough; further: inactives centre near 1; some results filed as inactive read as strong as hits
PfM18AAP inh: PfM18AAP inhibitors, malaria aminopeptidase, primary screen, biochemical, QFRET, recombinant enzyme | M18 aspartyl aminopeptidase (Plasmodium falciparum 3D7) | 1.2% of 290,000 active | H-Glu-NHMec fluorogenic cleavage | inhibition, % at 7.35 µM;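 active means inhibition above the campaign mean inhibition over all tested compounds plus 3 SD, cut at about 28% in these data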;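 further: 0% = plate median of test compound wells and 100% = 2 mM ZnCl2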
V1R ag counter: agonists of human V1a receptor, primary screen, counter-screen for OXTR agonist project, fluorescence, CHO-V1R cells | Vasopressin V1a receptor (Homo sapiens), P37288 | Fluo-8 calcium fluorescence, agonist mode; 0% DMSO, 100% 3 nM vasopressin | activation, % at 3 µM | 0.25% of 320,000 active | AID 2797, 2010;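 active means activation above the mean activation of all tested compounds plus 3 SD, per screening run, cut at about 20% in these data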;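 further: signal is peak over basal fluorescence ratio across a 100 second FLIPR read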
Target sequence (P37288 whole entry, looked up): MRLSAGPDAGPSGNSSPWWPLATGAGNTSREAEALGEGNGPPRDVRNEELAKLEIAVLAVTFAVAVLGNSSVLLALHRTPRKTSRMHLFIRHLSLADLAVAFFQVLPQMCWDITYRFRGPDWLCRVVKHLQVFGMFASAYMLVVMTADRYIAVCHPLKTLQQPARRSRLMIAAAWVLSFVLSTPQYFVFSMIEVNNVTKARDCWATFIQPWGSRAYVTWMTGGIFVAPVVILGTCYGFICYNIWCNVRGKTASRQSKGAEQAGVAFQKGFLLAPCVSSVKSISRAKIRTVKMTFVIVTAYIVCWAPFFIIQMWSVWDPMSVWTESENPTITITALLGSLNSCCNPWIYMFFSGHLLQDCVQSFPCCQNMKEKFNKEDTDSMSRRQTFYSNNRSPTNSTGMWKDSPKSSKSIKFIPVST
OXTR ag: human OXTR agonists, primary screen, fluorescence, CHO-OTR cells, Fluo-8 calcium; Oxytocin receptor (Homo sapiens), P30559; Fluo-8 calcium fluorescence; normalized: DMSO 0%, oxytocin 100%; activation, % at 3 µM; 0.32% of 320,000 active; AID 2435, 2010;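 active means activation above the mean of all tested compounds plus 3 SD, cutoff set per screening run, cut at about 20% in these data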;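 further: peak over basal fluorescence ratio from a 100 s FLIPR kinetic read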
GalR3 antagonist: GalR3 antagonists in HEK293 cells, primary screen, cell-based, fluorescence readout. HEK293 GalR3-CNG cAMP membrane potential fluorescence; galR3 body fused to GalR1 C-terminus. 0.44% of 360,000 active. AID 651719, 2012. inhibition, % at 3 µM. Galanin receptor type 3 (Homo sapiens), O60755;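 active means inhibition above the screen-wide average plus 3 SD, cut at about 13% in these data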;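 further: forskolin and galanin both at EC90 stimulate the cells; cAMP rise reported by CNG channel membrane potential dye signal; 0% = forskolin plus galanin with DMSO and 100% = forskolin alone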
Target sequence (O60755 1-299 limits assumed): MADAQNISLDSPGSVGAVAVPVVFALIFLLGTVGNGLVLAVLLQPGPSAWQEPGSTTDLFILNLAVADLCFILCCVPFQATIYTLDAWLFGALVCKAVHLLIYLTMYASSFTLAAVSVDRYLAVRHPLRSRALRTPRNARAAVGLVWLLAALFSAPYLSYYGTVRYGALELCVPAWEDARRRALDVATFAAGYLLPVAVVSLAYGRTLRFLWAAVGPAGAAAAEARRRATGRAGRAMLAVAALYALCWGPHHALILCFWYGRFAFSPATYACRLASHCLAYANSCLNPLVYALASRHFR
Starred values were filed as active, the others as inactive; / = no result given.

SMILES	OXTR potentiate	MEKK2wt PB1 HTS	GPR7 antag	NALP1 inh	MEKK2mut PB1 HTS	PfM18AAP inh	V1R ag counter	OXTR ag	GalR3 antagonist
COc1ccc(CC(=O)N[C@@H](CCSC)C(=O)N2CCC3(CC2)NCCc2[nH]cnc23)cc1	-7	107	-9	10	9	2	-0.4	-0.3	-7
O=[N+]([O-])c1ccc2nc(CN3CCCCC3)[nH]c2c1	-1	109	-11	-4	10	7	0.5	0.7	-6
CCOC(=O)C1CCN(S(=O)(=O)c2cccc(-c3cn4cccnc4n3)c2)CC1	-22	102	-2	22	9	0	4.7	5.7	-2
COc1ccc(NS(=O)(=O)c2ccc(/C=C/C(=O)O)cc2)cc1S(=O)(=O)N1CCOCC1	3	106	-10	24	3	3	1.2	1.0	-6
Cc1ccc(C(=O)NC(Cc2c[nH]c3ccccc23)C(=O)O)cc1 (stereo unspecified)	1	95	1	8	-2	3	0.2	0.8	-3
O=[N+]([O-])c1cccc(-c2nnc(-c3ccccc3F)o2)c1	/	103	-7	17	3	6	/	/	-2
CC(=O)N1CCN(Cc2nc(-c3cccc(Cl)c3)no2)CC1	-3	101	-3	-6	-6	0	5.5	7.2	-4
S=c1[nH]nc(Cn2cnc3ccccc32)n1-c1ccccc1Cl	1	90	10	5	-20	22	0.7	0.8	-2
COc1ccc(Oc2nc(SC)nc3ccsc23)cc1	-12	113	-21	2	9	-6	-1.1	-1.7	-3
OCCN1CCN(CCOc2cccc(Cl)c2)CC1	-16	115	5	18	5	5	-0.1	0.5	-4
Cc1ccc(SCC(=O)NCc2ccccc2C)cc1	-3	92	8	20	-8	14	-1.1	-2.3	-9
CCc1c(C)[nH]c(=S)c(C#N)c1C	-11	111	-5	12	4	12	-0.3	0.2	-3
COc1ccc(NC(=O)CN(c2ccc(OC)cc2)S(=O)(=O)c2ccc(OC)c(OC)c2)cc1	-14	98	-2	4	2	-7	0.7	1.4	2
O=C(COC(=O)C1CCC1)NCc1ccc(Cl)cc1Cl	-2	/	/	/	/	/	-1.2	-2.4	-2
O=C1c2ccccc2-c2onc3ccc(Oc4ccccc4)c1c23	-3	84	-5	-4	0	4	5.5	6.8	-1
CC(=O)c1cc2c(cc1N(C(=O)Cn1nnc3ccccc31)C(C(=O)NCCC(C)C)c1cccnc1)OCO2 (stereo unspecified)	-3	100	1	15	0	1	0.5	0.9	-3
O=C(NCc1ccc(F)cc1)c1ccc(N2CCOCC2)c([N+](=O)[O-])c1	2	105	-12	-7	2	0	-0.6	1.2	-10
O=C(Cn1c(S(=O)(=O)Cc2ccccc2)nc2ccccc21)N1CCCCC1	-5	101	0	-37	-2	1	-0.1	-0.7	/
Cc1ccc(C(=O)NN=C2CCCC2)cc1C	-6	/	/	/	/	/	0.1	-2.7	-2
Cc1ccc(NC(=O)c2sc3nc(N)c(C#N)cc3c2N)cc1	-17	99	18	21	3	21	1.9	0.2	-1
C[C@@H]1CN([C@@H](C)CO)C(=O)Cc2cc(NC(=O)Nc3ccc4c(c3)OCO4)ccc2O[C@@H]1CN(C)C(=O)NC1CCCCC1	3	/	/	/	/	/	2.0	2.2	-1
Cc1cc(C)cc(NC(=S)NC(=O)CCN2C(=O)c3ccccc3C2=O)c1	-7	100	6	-5	0	-1	2.0	-0.7	-2
Cc1nn(-c2ccccn2)c2c1C(=O)CC(C)(C)C2Br (stereo unspecified)	-2	93	-5	14	-7	-11	-1.4	-0.1	-11
CCOC(=O)C1CCCN(c2cc(C)nc3cc(-c4ccc(Cl)cc4)nn23)C1 (stereo unspecified)	-5	101	-2	17	16	-3	1.2	-0.7	0
CCN(CC)c1ccc(S(=O)(=O)N2CCOCC2)cc1NC(=O)COC(=O)/C=C/c1ccc(C)o1	-4	/	/	/	/	/	-0.5	-1.9	-6
COc1ccc(C(=O)N/N=C(\Cc2ncc[nH]2)c2ccccc2)cc1	0	102	-15	-18	0	8	0.0	-0.3	-5
O=C1CCC(C(=O)N2CCCCCCC2)CN1Cc1cccc(C(F)(F)F)c1 (stereo unspecified)	-3	104	9	21	2	3	2.0	0.9	-4
COc1ccc(N(CC(=O)NCCSCc2c(F)cccc2Cl)S(C)(=O)=O)cc1OC	-7	100	3	27	12	3	0.0	0.3	/
O=C(O)CN(Cc1ccccc1)S(=O)(=O)c1ccc2c(c1)OCCO2	-3	96	-5	12	-4	-12	0.5	0.9	-6
Cn1[nH]c(=O)c(Cl)c(Cl)c1=O	-7	96	2	2	-4	1	0.9	0.3	3
COc1cccc(NC(=O)CN(C)C(=O)CNC(=O)c2ccc3ccccc3c2)c1	6	/	/	/	/	/	-0.6	-1.5	-4
COC(=O)c1ccccc1NC(=O)C1CC(c2ccc(F)cc2)=NO1 (stereo unspecified)	-8	91	-15	9	-6	-11	-0.2	-1.0	-6
CON=C1CCN(c2ncc(C(F)(F)F)cc2Cl)CC1	1	100	-12	-1	0	1	0.2	1.3	-4
COc1ccc2oc(=O)c(C(=O)N3c4ccccc4CC3C)cc2c1 (stereo unspecified)	-10	80	15	-9	-13	-5	0.7	-0.7	-6
Nc1cc(N)cc(C(=O)Nc2ccc3c(c2)C(=O)NC3=O)c1	-1	97	-2	6	8	15	0.2	0.5	-8
COc1ccc(OC)c(NC(=O)CC(Cc2ccccc2OC)C(=O)O)c1 (stereo unspecified)	-3	103	-6	13	7	-2	0.1	1.1	-6
Cc1nnc(SCC(=O)N2CCCC(C(=O)c3ccc(Cl)cc3)C2)o1 (stereo unspecified)	-4	89	-3	-3	-7	-5	0.2	1.8	-3
CCOC(=O)C1=C(C)OC(N)=C(C#N)C1c1cccs1 (stereo unspecified)	-13	104	-18	7	3	-6	0.3	-2.4	4
COc1ccccc1N1CCN(CCCCOc2ccc(F)cc2)CC1	-13	135*	-9	22	8	-3	4.3	2.2	-10
Cc1cc(C)cc(NC(=O)C2CCCN2C(=O)NC2CCCCC2)c1 (stereo unspecified)	1	93	-3	-4	2	1	0.1	-0.1	-7
CCC12CN(C(=O)c3ccc(OC)cc3)CC(CC)(CN(C(=O)c3ccc(OC)cc3)C1)C2=O	-4	109	-9	27	3	0	0.2	-0.5	-2
O=C(c1cc2ccccc2[nH]1)N1CCOCC1	-7	98	-6	24	1	2	4.3	-0.9	2
N#CN=C1SCCS1	-6	101	-9	0	1	-57	1.1	1.5	-2
CNS(=O)(=O)c1cccc(C(=O)OCC(=O)N2CC(C)OC(C)C2)c1 (stereo unspecified)	-4	93	1	12	1	-12	0.0	0.3	-9
CCN(Cc1ccccc1)S(=O)(=O)CCNC(=O)c1ccc(OC)cc1	-12	/	/	/	/	/	-0.2	0.2	-3
Cc1csc2nc(O)c(C(=O)NC3CCCCCC3)c(=O)n12	-3	/	/	/	/	/	-1.1	-1.5	-1
O=C(Cc1ccc(N2CCNC2=O)cc1)N1CCCC(Nc2ccc(F)c(F)c2)C1 (stereo unspecified)	-2	109	-1	14	9	-6	0.8	1.0	0
COCCN(CC1CCCN(C2Cc3ccccc3C2)C1)C(=O)c1cccs1 (stereo unspecified)	4	101	-16	13	7	-1	-0.1	1.0	-8
COC(=O)c1ccccc1SC1CC(=O)N(c2cccc(C)c2)C1=O (stereo unspecified)	-10	93	-12	75*	1	-34	5.7	-1.2	-3
Cc1ccc(NC(=O)CN(C)C(=O)CSc2nnc(N)s2)cc1	-4	/	/	/	/	/	-0.1	-0.2	-2
CCOc1ccc(NC(=O)CN(C)Cc2ccc3c(c2)OCO3)cc1S(=O)(=O)N1CCCC1	-7	/	/	/	/	/	1.3	-0.3	0
CCOC(=O)N1CCN(CC(O)COCc2cc(OC)c(OC)c(OC)c2)CC1 (stereo unspecified)	-2	94	5	15	-3	-11	0.7	-0.8	-4
CC(C)=CCc1c(O)cc2oc3c(CC=C(C)C)c(O)c(O)c(CC=C(C)C)c3c(=O)c2c1O	-10	94	/	-7	1	/	-0.8	-0.1	-6
O=C(O)CNC(=S)N(Cc1cccs1)C1CCCCC1	-1	109	-5	30	14	-3	0.8	-0.6	1
Cc1ccc(C(=O)C(C)OC(=O)C2CC(=O)N(C3CCCCC3)C2)cc1 (stereo unspecified)	-3	96	4	14	-5	-3	2.4	3.2	-3
CCN(CC)S(=O)(=O)c1ccc(Cl)c(NC(=O)CCCCl)c1	4	96	-2	-21	-3	-5	0.2	0.3	-3
O=C(CN1CCN(S(=O)(=O)c2ccc3ccccc3c2)CC1)Nc1ccc(N2CCOCC2)cc1	-17	83	8	44	-5	-4	2.9	2.9	-5
COc1ccc(OC)c(-c2c(C#N)c(N)nc3c2c(=O)nc2sccn23)c1	-7	97	5	3	-6	3	1.4	-0.1	3
CCc1ccc(-c2nn(-c3cc(Cl)ccc3[N+](=O)[O-])c(=O)c3ccccc23)cc1	/	97	-4	14	3	0	/	/	0
OCc1cn(-c2ccccc2)nc1-c1ccc(Br)cc1	-3	109	-14	-16	9	-2	-0.6	-0.4	-7

Next part.
SMILES	OXTR potentiate	MEKK2wt PB1 HTS	GPR7 antag	NALP1 inh	MEKK2mut PB1 HTS	PfM18AAP inh	V1R ag counter	OXTR ag	GalR3 antagonist
Cc1ccc(S(=O)(=O)NCc2ccc(C(=O)NC3CC3)cc2)cc1	2	101	-1	27	0	-2	1.6	0.8	1
COc1cccc(CN2CC(C(=O)NCCn3ccc(C)n3)CCC2=O)c1 (stereo unspecified)	-1	109	-14	-6	6	-2	1.4	0.4	-8
FC(F)(F)c1ccccc1/C=N/Nc1ccccn1	-13	89	-13	-3	-10	4	-1.6	-2.2	-5
O=C1CCCc2c1cc(C(=O)Nc1ccc(Br)cn1)c(=O)n2-c1ccccc1	-7	101	-11	4	1	3	0.3	0.2	-2
CCn1c(SCc2ccc(Cl)cc2)nnc1-c1ccccc1	-15	93	-3	18	-1	1	3.5	0.2	-7
CCOc1cc(C(=S)N2CCOCC2)ccc1OC(=O)c1cc(OC)c(OC)c(OC)c1	-2	99	-6	/	2	-6	1.1	0.4	-7
NC(N)=NN=C1c2ccccc2-c2ccccc21	-2	109	-5	32	15	-10	2.1	2.8	-7

Entries of single compounds from above. Values in the order: OXTR potentiate | MEKK2wt PB1 HTS | GPR7 antag | NALP1 inh | MEKK2mut PB1 HTS | PfM18AAP inh | V1R ag counter | OXTR ag | GalR3 antagonist
Entry for `O=C1CCCc2c1cc(C(=O)Nc1ccc(Br)cn1)c(=O)n2-c1ccccc1` → -7 | 101 | -11 | 4 | 1 | 3 | 0.3 | 0.2 | -2
Entry for `COc1cccc(CN2CC(C(=O)NCCn3ccc(C)n3)CCC2=O)c1` (stereo unspecified) → -1 | 109 | -14 | -6 | 6 | -2 | 1.4 | 0.4 | -8
Entry for `NC(N)=NN=C1c2ccccc2-c2ccccc21` → -2 | 109 | -5 | 32 | 15 | -10 | 2.1 | 2.8 | -7
Entry for `Cc1ccc(S(=O)(=O)NCc2ccc(C(=O)NC3CC3)cc2)cc1` → 2 | 101 | -1 | 27 | 0 | -2 | 1.6 | 0.8 | 1
